Screens as filed in PubChem.
GLS inh = glutaminase GLS (human) inhibition; O94925; actives 0.21% (n = 410,000); GLS enzymatic activity, qHTS titration; Potency, µM (titrated, usually from 45.5 µM), without a hit: at the top dose activity change, negative = inhibition, hits mostly inhibitors; also: potency is read from the fitted curve at half-maximal effect; % is scaled to controls: 0 for no effect and ±100 for the full control effect
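Coupled fluorescence readout: glutamate oxidase/HRP/Amplex Red detect glutamate formed by hKGA from L-glutamine (1 mM solution added). Buffer 45 mM KH2PO4 pH 8.2, 0.02% Tween-20; reads at t0 and 30 min RT.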
PI4K2A inh = inhibitors of human PI4K2A. Q9BTU6. purified PI4K2A, ADP-Glo luminescence, 1 h; active compounds read low. activity change, negative = inhibition, % at 76.9 µM. actives 0.13% (n = 420,000). AID 1346378; in the data active = activity change below about -50%; inconclusive = mostly about -30% to -49%;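 also: -100% = wells without enzyme as full effect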
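In this quantitative HTS, ADP production by PI4K2A was quantified luminescently after 1 h at ambient temperature; 100 microM adenosine served as plate-quality control.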
JMJD2A Tudor = inhibitors of human JMJD2A Tudor domain | Potency, µM (series often up to 114 µM), for inactives: at the highest dose activity change, negative = inhibition, usual class: inhibitors | O75164 | AID 504339 | actives 4.4% (n = 390,000) | AlphaScreen JMJD2A-Tudor / H3K4me3 peptide binding; also: potency is read from the fitted curve at half-maximal effect; % is scaled to controls: 0 for no effect and ±100 for the full control effect; nearly all actives have a fitted effect of over 50% in size
BAZ2B inh = blocks human BAZ2B; AlphaScreen BAZ2B-H3K14Ac peptide displacement; Potency, µM (titrated, usually from 114 µM), for inactives: top-dose activity change, negative = inhibition, most hits filed as inhibitors; actives 4.4% (n = 360,000); also: potency is read from the fitted curve at half-maximal effect; % is scaled to controls: 0 for no effect and ±100 for the full control effect; nearly all actives have a fitted effect of over 60% in size
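BAZ2B (50 nM) with biotin-H3(5-23)K14Ac peptide (50 nM) in PBS pH 7.4, 0.01% Tween-20, preformed 30 min, then compound 30 min at room temperature; top concentration 110uM. AlphaScreen streptavidin donor/nickel chelate acceptor beads (10 ug/mL final), 20 min dark, signal read.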
Tb PGK inh = T. brucei PGK inhibition | P07378 | actives 0.043% (n = 380,000) | AID 602233 | Potency, µM (titrated, usually from 57.5 µM), for inactives: top-dose activity change, negative = inhibition, most hits filed as inhibitors | PGK/GAPDH coupled, Kinase-Glo luminescence, 60 min; also: potency is read from the fitted curve at half-maximal effect; % is scaled to controls: 0 for no effect and ±100 for the full control effect; nearly all actives have a fitted effect of over 60% in size
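Recombinant glycosomal PGK reaction used 1,3-bisphosphoglycerate generated in-well by GAPDH (100nM final) in 100mM TEA pH 7.6, 5mM MgCl2, 0.01% Tween-20. After 60 minutes at room temperature, ATP was read by Kinase-Glo Plus luminescence end-point.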
POLH inh = blocks human DNA polymerase eta activity; Q9Y253; recombinant Pol eta, fluorescent DNA replication assay; Potency, µM (series often up to 114 µM), for inactives: at the highest dose activity change, negative = inhibition, actives largely listed as inhibitors; actives 1.2% (n = 390,000); also: potency is read from the fitted curve at half-maximal effect; % is scaled to controls: 0 for no effect and ±100 for the full control effect
Target sequence (Q9Y253 whole entry, looked up): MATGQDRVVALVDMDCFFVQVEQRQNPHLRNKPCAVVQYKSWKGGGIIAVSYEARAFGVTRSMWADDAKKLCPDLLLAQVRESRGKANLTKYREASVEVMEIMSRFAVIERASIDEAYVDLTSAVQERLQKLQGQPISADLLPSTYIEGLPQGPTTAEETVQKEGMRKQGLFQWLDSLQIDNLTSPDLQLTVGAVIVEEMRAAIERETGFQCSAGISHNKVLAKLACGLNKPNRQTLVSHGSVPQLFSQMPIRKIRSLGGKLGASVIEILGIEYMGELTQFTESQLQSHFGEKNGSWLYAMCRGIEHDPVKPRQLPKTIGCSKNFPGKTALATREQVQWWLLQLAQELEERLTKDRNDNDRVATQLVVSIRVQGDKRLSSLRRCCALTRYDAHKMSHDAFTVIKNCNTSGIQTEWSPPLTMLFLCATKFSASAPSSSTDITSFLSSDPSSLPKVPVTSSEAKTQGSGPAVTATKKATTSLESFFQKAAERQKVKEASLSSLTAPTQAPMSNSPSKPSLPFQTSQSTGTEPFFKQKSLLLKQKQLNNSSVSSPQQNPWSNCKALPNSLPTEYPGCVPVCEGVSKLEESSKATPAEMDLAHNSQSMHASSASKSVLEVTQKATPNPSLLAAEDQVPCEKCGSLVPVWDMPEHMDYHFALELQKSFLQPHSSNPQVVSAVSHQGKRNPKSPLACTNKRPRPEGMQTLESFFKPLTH
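Pol eta at 10 nM preincubated with compounds 15 min at room temperature; reaction started with fluorescent substrate (50 nM final) and read kinetically at 0 and 10 min.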
Pin1 inh = inhibitors of human Pin1. Q13526. Pin1 FP peptide displacement, HiFluor488, 10 min. Potency, µM (titrated, usually from 115 µM), for the others: at the highest dose activity, negative = inhibition, usual class: inhibitors. actives 0.009% (n = 390,000). AID 504891; active = well fitted inhibition curve with a large enough effect in the polarisation, with a control signal flat, not every such curve was filed as active; inconclusive = small, poorly fitted or top-dose-only effect, or effect the other way, or a change in a side signal; inactive = no such curve, though single readings can be large or run the other way; the % refers to the polarisation; also: potency is read from the fitted curve at half-maximal effect; % is scaled to controls: 0 for no effect and ±100 for the full control effect
G9a inh = blocks human histone lysine methyltransferase G9a. G9a H3K9 monomethylation, AlphaScreen, 2 h. Potency, µM (top dose mostly 102 µM), without a hit: at the top dose activity, negative = inhibition, hits mostly inhibitors. actives 8.8% (n = 350,000). AID 504332; also: potency is read from the fitted curve at half-maximal effect; % is scaled to controls: 0 for no effect and ±100 for the full control effect; nearly all actives have a fitted effect of over 75% in size
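Compounds were preincubated with 20 nM G9a for 15 min, after which biotinylated H3K9 peptide (500 nM) and SAM (20 uM) started a 2 h room-temperature reaction. Monomethylated product was quantified by antibody-based AlphaScreen chemiluminescence.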
HP1b chromo inh = HP1-beta chromodomain-methylated histone interaction inhibition | AlphaScreen HP1-beta / biotin-H3K9me3 peptide binding | Potency, µM (titrated, usually from 114 µM), inactives show top-dose activity change, negative = inhibition, actives largely listed as inhibitors | actives 0.56% (n = 390,000) | AID 540317; also: potency is read from the fitted curve at half-maximal effect; nearly all actives have a fitted effect of over 70% in size; inactives centre near 23
Target sequence (P83916 whole entry, looked up): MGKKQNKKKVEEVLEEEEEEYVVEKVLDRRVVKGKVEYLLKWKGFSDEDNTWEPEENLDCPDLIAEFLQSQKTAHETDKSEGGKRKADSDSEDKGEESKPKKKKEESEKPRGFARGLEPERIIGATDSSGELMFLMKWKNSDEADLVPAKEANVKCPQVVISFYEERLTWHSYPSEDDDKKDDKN
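Compound inhibition of the preformed complex between 50 nM HP1-beta and 50 nM biotinylated H3K9me3 peptide was read by AlphaScreen. Buffer was PBS pH 7.4 with 0.01% Tween-20. Incubations ran 30 min at room temperature, with 10 ug/mL donor/acceptor beads.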
* marks the source's active call; other numbers are inactive results; i = inactive; u = inconclusive; x = not tested or not shown; & = joins results of further samples; [ ] = dose if it differs, or a comment. Unless noted, calls follow the shape of the dose curve; as a rule, active = well fitted curve in the direction sought with a large enough effect; inconclusive = small, poorly fitted or top-dose-only effect, or another doubt; inactive = no such curve, though single readings can be large; an effect the other way counts as inactive or inconclusive.

Structure	GLS inh	PI4K2A inh	JMJD2A Tudor	BAZ2B inh	Tb PGK inh	POLH inh	Pin1 inh	G9a inh	HP1b chromo inh
COc1cc(/C=C2\C(=O)N(c3ccccc3)N=C2C)ccc1Oc1ccc([N+](=O)[O-])cc1[N+](=O)[O-]	-17%	u	25µM*	45µM*	-5%	u	-1%	u	u
Cc1c(NC(=O)c2ccc(N3C(=O)C4C5C=CC(C5)C4C3=O)cc2)c(=O)n(-c2ccccc2)n1C (stereo not given)	-10%	-1	5%	-4%	-6%	-9%	-2%	3%	21%
C[C@@H]1CC=C[C@H]2[C@H]1C(=O)N(Cc1ccccc1)[C@H]2c1ccc(C(F)(F)F)cc1	1%	2	3%	-4%	5%	-18%	u	22%[12.7 µM]	50%[activator]
COc1ccccc1OCC(=O)Nc1cccc(S(=O)(=O)NC2=NCCCCC2)c1	1%	7	-14%	3%	-2%	-19%	-5%	-34%	15%
CCOC(=O)C1CCN(C(=S)Nc2ccc(C)cc2)CC1	0%	1	-13%	-25%	-13%	-16%	-5%	-19%	52%[activator]
CCCC(=Nc1ccccc1)C1=C(O)C(C(=O)OC)C(C)(C)CC1=O (stereo not given)	9%	-3	-15%	u	-4%	-3%	9%	u	10%
COc1ccc(C(=O)NC(=S)N2CCNC(=O)C2CC(=O)OC(C)C)cc1 (stereo not given)	12%	1	-18%	-19%	-5%	6%	1%	25µM*	1%
COc1cc(C(=O)N2CCC(NC(=O)C(Cc3ccccc3)NC(C)=O)CC2)cc(OC)c1OC (stereo not given)	-1%	-5	-2%	13%	-3%	0%	6%	8%	30%
Cc1ccc2c(CC(=O)Nc3c(C(=O)c4ccc(F)cc4)oc4ccccc34)coc2c1	1%	0	-6%	-4%	9%	-17%	1%	5%[59 µM]	58%[activator]
OCC[C@H]1C[C@H](O)[C@@H](O)[C@]2(CCCc3ccccc3O2)O1	21%	-5	-10%	10%	-8%	2%	0%	-8%[2.33 µM]	64%[activator]
O=C(Cc1c(O)c2ccccc2[nH]c1=O)N(Cc1ccccc1)Cc1ccccc1	5%	4	-10%	-26%	i	-7%	-3%	-35%[59 µM]	38%[activator]
CCOC(=O)N1CCN(C(=O)CCC(=O)N2CCOc3ccc(C)cc32)CC1	-1%	2	u	-23%	-1%	-4%	5%	u	17%
O=C(Nc1c[nH]c(=O)[nH]c1=O)c1ccc([N+](=O)[O-])cc1	2%	7	-9%	-6%	-2%	-10%	6%	10%	23%
Cc1nc2ccccn2c(=O)c1NC(=O)c1ccc(F)c(F)c1	-25%	0	-8%	5%	-9%	14%	-2%	-17%[59 µM]	21%[57 µM]
COc1ccc(NS(=O)(=O)c2cc(NC(=O)CC3CCCC3)ccc2N2CCOCC2)cc1	3%	5	-4%	x	-6%	-17%	4%	u	-10%
O=C(NC1CCS(=O)(=O)C1)c1cccc(S(=O)(=O)N2CCCCCC2)c1 (stereo not given)	0%	15	5%	3%	-3%	-7%	-4%	22%	15%
CC(C)CCNC(=O)C12CN(Cc3ccccc3)CC1C(c1cccc([N+](=O)[O-])c1)=NO2 (stereo not given)	-3%	-1	u	-38%	i	-19%	-1%	-23%	12%
COc1ccccc1C(=O)N/C(=C/c1ccc(Br)cc1)C(=O)N1CCCC1	6%	-3	50µM*	-15%	0%	-14%	4%	14%	-19%
COc1ccc(CNC(=O)CN2C(=O)NC(Cc3ccccc3)(c3ccccc3)C2=O)cc1OC (stereo not given)	-10%	7	-2%	4%	-2%	-17%	-3%	8.9µM*	32%
O=C(CN1C(=O)/C(=C/c2ccccc2)SC1=S)NNC(=O)c1ccccc1O	8%	-10	-17%	79µM*	-13%	-17%	34%[activator]	-4%	35%
Cc1c(O)nc(SCC(=O)Nc2nccs2)n(-c2ccccc2F)c1=O	8%	-4	-16%	-10%	-9%	1%	0%	16%	7%
O=C(Nc1cccc(Cl)c1N1CCOCC1)c1cccs1	-1%	3	-3%	4%	-7%	-12%	2%	x	44%[activator]
CCc1ccc(NC(=O)C(CC)c2ccccc2)cc1 (stereo not given)	8%	3	0%	-5%	-5%	u	-4%	12%[59 µM]	40%
Cc1cccc(C)c1NC(=O)CSc1nc(-c2ccco2)cc(C(F)(F)F)n1	-2%	1	1%	13%	-1%	-2%	-1%	27%[59 µM]	24%

A section of the results above, as a working copy:
Structure	GLS inh	PI4K2A inh	JMJD2A Tudor	BAZ2B inh	Tb PGK inh	POLH inh	Pin1 inh	G9a inh	HP1b chromo inh
CCc1ccc(NC(=O)C(CC)c2ccccc2)cc1 (stereo not given)	8%	3	0%	-5%	-5%	u	-4%	12%[59 µM]	40%
Cc1cccc(C)c1NC(=O)CSc1nc(-c2ccco2)cc(C(F)(F)F)n1	-2%	1	1%	13%	-1%	-2%	-1%	27%[59 µM]	24%

(cont.)
Structure	GLS inh	PI4K2A inh	JMJD2A Tudor	BAZ2B inh	Tb PGK inh	POLH inh	Pin1 inh	G9a inh	HP1b chromo inh
COc1ccccc1N1CCN(C(=O)C2CCN(S(=O)(=O)c3ccc4c(c3)CC(C)N4C(=O)C3CC3)CC2)CC1 (stereo not given)	20%	-1	-21%	-28%	4%	-4%	1%	0%	15%
O=C(CSc1nc(-c2ccccc2)cc(C(F)(F)F)n1)c1cccc([N+](=O)[O-])c1	0%	0	10%	-4%	0%	u	u	4%[59 µM]	10%
C=CCn1c(=S)[nH]c2sc3c(c2c1=O)CCC3	-24%	-2	-32%	-5%	2%	u	0%	3.2µM*	12%
CC(=O)Nc1ccc(NC(=O)CSc2nnc(CC(C)O)n2-c2ccccc2)cc1 (stereo not given)	0%	0	-4%	-6%	-3%	8%	-7%	9%	32%
CCOC(=O)c1ccc(NCc2nc3ccccc3n2C)cc1	20%	-3	-9%	10%	-10%	0%	u	3%	29%
CCOC(=O)c1cc(C#N)c(SCc2ccc(C#N)cc2)nc1C	2%	1	8%	28%	5%	-5%	18%	1%[59 µM]	29%
CCn1c(NCCc2ccc(OC)c(OC)c2)nc2c1c(=O)n(C)c(=O)n2C	23%	3	-8%	-3%	0%	0%	-2%	-2%[12.7 µM]	6%
COc1ccc(Br)cc1C(=O)Nc1nnn(C)n1	6%	7	1%	4%	5%	-4%	-5%	9%[59 µM]	34%
CCCCCSc1nnc(N)s1	-7%	2	3%	-10%	-7%	-13%	2%	x	39%[activator]
CCOc1ccc(C(=O)NCc2ccco2)cc1OCC	-9%	4	-6%	6%	-2%	5%	-12%	-7%	12%
CCN1CCN(CCOCCOc2ccccc2)CC1	4%	0	18µM*	79µM*	-2%	-7%	-5%	x	u
COc1ccc(-n2cnc3scc(-c4ccccc4)c3c2=O)cc1	0%	-4	-11%	17%	-2%	-7%	0%	-4%	29%
CCCCn1c(N)c(N(CCOC)C(=O)c2sc3ccccc3c2Cl)c(=O)[nH]c1=O	2%	-5	-9%	9%	3%	-4%	2%	0%[0.501 µM]	47%[activator]
CCc1noc(C)c1C(=O)Nc1nc(-c2ccc(OC)cc2)cs1	9%	0	-6%	2%	6%	-8%	-6%	-8%	13%
Cc1c(C(=O)NCC2CCCO2)oc2ccc3c(c12)C(=O)CC(C)(C)O3 (stereo not given)	0%	4	-16%	6%	0%	-13%	0%	-35%	11%
CSc1ccc(/C=C(/NC(=O)c2ccco2)C(=O)N2CCCCCC2)cc1	8%	4	-17%	-22%	6%	-23%	1%	-1%	13%
Cc1cc([N+](=O)[O-])nn1CCCC(=O)Nc1c(C)n(C)n(-c2ccccc2)c1=O	-1%	2	6%	-22%	2%	-11%	-3%	1%	28%
Cc1cc(C)nc(NS(=O)(=O)c2ccc(NC(=O)c3snnc3C)cc2)n1	-6%	-1	-4%	-32%	0%	-10%	1%	17%	20%
COc1ccc(N(C)S(=O)(=O)c2cccc(C(=O)NC3CCCCCC3)c2)cc1	4%	-1	-15%	-12%	i	-6%	0%	1%	7%
Cc1cccc(OCCCn2ccnc2)c1	0%	9	-14%	-7%	i	-2%	-2%	-4%[59 µM]	14%
CCc1ccc(NC(=O)C(NS(=O)(=O)c2cccc3nsnc23)c2ccccc2)cc1 (stereo not given)	0%&0%	-20&2	u	-15%	-3%	-11%&-13%	-2%&2%	-10%[59 µM]	-1%&-11%
C[C@H]1CN([C@@H](C)CO)C(=O)c2cc(NC(=O)Cc3ccccc3)ccc2O[C@H]1CN(C)Cc1ccccc1	9%	-3	-28%	x	-5%	-12%	-3%	x	19%
C/C(N)=C(/C#N)C(=O)CSc1nnc(C)n1-c1ccccc1	-2%	3	-1%	-4%	7%	13%	2%	-1%	28%
C=CCN(C(=O)CNS(=O)(=O)c1ccccc1)C(C(=O)NCCOC)c1cccnc1 (stereo not given)	-5%	-5	6%	-1%	i	-13%	-9%	10%	33%
N#Cc1c(-n2ccnc2)cccc1-n1ccnc1	-11%	0	-18%	-5%	-7%	-7%	4%	-8%	9%

An excerpt (hit frequency here may not be typical).
